Screens deposited in PubChem by Southern Research Specialized Biocontainment Screening Center.
Dengue inhibitors: antivirals protecting cells from dengue CPE – CPE readout, HTS (AID 540333); CPE inhibition, % at 20 µM; Dengue virus CPE inhibition in host cells; hits give high values; 10,000 tested, 3.1% active; in the data active = CPE inhibition mostly above about 9.1%, no sharp cut-off; inactive = mostly below about 7.2%
* hit, by the source's call; i = inactive.

CN(c1ccccc1)S(=O)(=O)c1cccc(NC(=O)CSc2ncc(C(F)(F)F)cc2Cl)c1
  Dengue inhibitors: 22*

COc1ccc(Cl)cc1NC(=O)COC(=O)C(CC(C)C)N1C(=O)C2CC=CCC2C1=O (stereo unspecified)
  Dengue inhibitors: 11

N#CCc1nn(-c2ccc(Cl)cc2)c(N)c1C#N
  Dengue inhibitors: i

Cc1cc(C)cc(NC(=S)NCc2cccs2)c1
  Dengue inhibitors: 1.1

COCCn1c(=NC(=O)c2nc3ccccc3s2)sc2cc(S(C)(=O)=O)ccc21
  Dengue inhibitors: 6.6

Cc1ccc(-c2c[n+](CC(=O)Nc3cc(=O)n(C)c(=O)n3C)c3n2CCC3)cc1
  Dengue inhibitors: 1.9

COC(=O)N1[C@H](Cc2ccccc2)C=C[C@]1(C)C(=O)O
  Dengue inhibitors: 1.5

O=C(NCc1ccccn1)c1ccc(CNS(=O)(=O)c2cccc(Cl)c2)cc1
  Dengue inhibitors: i

Cc1cccc(C)c1NCc1nnc(SCC(=O)Nc2nc(-c3ccccc3)cs2)n1-c1ccccc1
  Dengue inhibitors: 7.5

COc1ccc(/C(N)=N/OC(=O)CCCc2ccccc2)cc1OC
  Dengue inhibitors: i

CC(C)Cc1c2c([nH]c(=S)c1C#N)CCCC2
  Dengue inhibitors: i

COc1cc(/C=C/C(=O)O)cc(OC)c1
  Dengue inhibitors: 0.8

CCn1c(C)cc(/C=C2/SC(=S)NC2=O)c1C
  Dengue inhibitors: 0.1

COc1ccc(Nc2nc(-c3cccs3)nc3ccccc23)cc1
  Dengue inhibitors: i

CCn1cc(CNC(=O)c2cccc([N+](=O)[O-])c2)cn1
  Dengue inhibitors: i

N=c1c2c3c(sc2ncn1Cc1ccco1)CCCCC3
  Dengue inhibitors: 1.6

CC(C)(C)C(=O)NNc1nc(-c2ccccc2)c2cc(Br)ccc2n1
  Dengue inhibitors: 0.5

COc1ccc(-c2c(-c3ccc(OCC(=O)NN)cc3O)n[nH]c2C(F)(F)F)cc1
  Dengue inhibitors: 2.6

O=C(Nc1ccc(Cl)cc1F)c1ccccc1Br
  Dengue inhibitors: 0.0

COC(=O)c1ccc(NC(=O)CN(c2ccc3c(c2)OCO3)S(C)(=O)=O)cc1
  Dengue inhibitors: 0.4

CC(C)(C)[C@@H]1C=C(C(N)=O)O[C@H](OCCCCO)C1
  Dengue inhibitors: 0.8

CCc1ccc(/C=C2/C(=O)N(c3ccccc3)C(=S)N2CC(=O)OC)s1
  Dengue inhibitors: 2.7

Cc1ccc(C)c(NC(=S)NNC(=O)c2cc3c(s2)CCC(C)C3)c1 (stereo unspecified)
  Dengue inhibitors: 0.5

Cc1ccc(CNc2ccc(N3C(=O)CCCC3=O)cc2[N+](=O)[O-])cc1
  Dengue inhibitors: 0.7

Cc1cccc(C(=O)NNC(=O)c2ccccc2)c1
  Dengue inhibitors: i

Cc1cccc(NC(=O)CO/N=C/c2ccc3c(c2)OCO3)c1
  Dengue inhibitors: 0.2

CC(C)c1ccccc1NC(=O)COC(=O)Cc1ccsc1
  Dengue inhibitors: i

O=C(/C=C/c1ccccc1)NCCSCc1ccc(Cl)cc1
  Dengue inhibitors: 0.4

CC(NC(=O)CCc1ccccc1)c1cc2c(cc1Cl)OCCO2 (stereo unspecified)
  Dengue inhibitors: 2.7

COc1cc(OC)c(/C=N/NC(N)=S)cc1Br
  Dengue inhibitors: 2.5

Arranged by count of non-hydrogen atoms (largest number first): some entries from above.
Cc1ccc(CNc2ccc(N3C(=O)CCCC3=O)cc2[N+](=O)[O-])cc1
  Dengue inhibitors: 0.7

CC(C)(C)C(=O)NNc1nc(-c2ccccc2)c2cc(Br)ccc2n1
  Dengue inhibitors: 0.5

CC(C)(C)[C@@H]1C=C(C(N)=O)O[C@H](OCCCCO)C1
  Dengue inhibitors: 0.8

Further records follow:
C=CCOc1c(Br)cc(CNc2ccc(NC(=O)C(C)C)cc2)cc1OCC
  Dengue inhibitors: i

COc1ccc(/C=C2\CN(Cc3ccccc3)C/C(=C\c3ccc(OC)cc3)C2=O)cc1
  Dengue inhibitors: 2.2

Cc1ccccc1-n1c(-c2ccc(Cl)cc2)cnc1SCC(=O)NC1CCS(=O)(=O)C1 (stereo unspecified)
  Dengue inhibitors: 0.9

CCOc1cc(NC(=S)NCC(C)C)c(OCC)cc1NC(=O)c1ccco1
  Dengue inhibitors: 0.8

COc1ccc2nc(SCc3ccccc3C)nc(C)c2c1
  Dengue inhibitors: i

CCOC(=O)Cc1csc(N/C(=N/S(=O)(=O)c2ccc(F)cc2F)c2ccccc2)n1
  Dengue inhibitors: 0.1

CC(NCCOCCOc1ccccc1)c1ccccc1 (stereo unspecified)
  Dengue inhibitors: 0.2

COc1ccc(S(=O)(=O)N2CCOC2CNC(=O)C(=O)NCCc2ccc(OC)c(OC)c2)cc1C (stereo unspecified)
  Dengue inhibitors: i

O=[N+]([O-])c1ccccc1/C=N/N1CCN(c2ccncc2S(=O)(=O)N2CCCCC2)CC1
  Dengue inhibitors: 1.6

CCCCNC(=O)c1onc(CSc2cccc(OC)c2)c1C(=O)NCCCC
  Dengue inhibitors: 20*

COc1ccc(C(=O)n2cc(C(=O)c3cc(C)ccc3O)cn2)cc1
  Dengue inhibitors: i

COc1ccc(NS(=O)(=O)c2ccc3oc(SCc4ccc(F)cc4)nc3c2)cc1
  Dengue inhibitors: 1.0

O=C(Nc1ccccc1)c1ccc(Nc2c([N+](=O)[O-])cc([N+](=O)[O-])c3ccccc23)cc1
  Dengue inhibitors: 8.0

CC(/C=C/c1ccccc1)=N\Nc1nc(C)cc(C)n1
  Dengue inhibitors: 1.9

CC1(C)CC(CC(=O)Nc2ccccc2[N+](=O)[O-])C(=O)O1 (stereo unspecified)
  Dengue inhibitors: i

Retrieved by compound from the entries so far, four records:
CCOC(=O)Cc1csc(N/C(=N/S(=O)(=O)c2ccc(F)cc2F)c2ccccc2)n1
  Dengue inhibitors: 0.1

O=[N+]([O-])c1ccccc1/C=N/N1CCN(c2ccncc2S(=O)(=O)N2CCCCC2)CC1
  Dengue inhibitors: 1.6

Cc1ccccc1-n1c(-c2ccc(Cl)cc2)cnc1SCC(=O)NC1CCS(=O)(=O)C1 (stereo unspecified)
  Dengue inhibitors: 0.9

CC1(C)CC(CC(=O)Nc2ccccc2[N+](=O)[O-])C(=O)O1 (stereo unspecified)
  Dengue inhibitors: i

Compounds shown so far with an NH in an aromatic ring, in the order listed:
CC(C)Cc1c2c([nH]c(=S)c1C#N)CCCC2
  Dengue inhibitors: i

COc1ccc(-c2c(-c3ccc(OCC(=O)NN)cc3O)n[nH]c2C(F)(F)F)cc1
  Dengue inhibitors: 2.6

Additional results.
CCCCCCCNC(=O)C1(CC2CC(c3ccccc3)=NO2)CCN(C(=O)OC(C)(C)C)CC1 (stereo unspecified)
  Dengue inhibitors: 14*

Cn1nnc(NC(=S)NC(=O)c2ccco2)n1
  Dengue inhibitors: i

CN(C)S(=O)(=O)c1ccc(C(=O)Nc2ccccc2[N+](=O)[O-])cc1
  Dengue inhibitors: 2.3

Cc1ccc(S(=O)(=O)NCC(=O)OCC(=O)c2c(N)n(C)c(=O)n(C)c2=O)cc1
  Dengue inhibitors: 0.2

CC1CC(C)CN(c2ccc(C(=O)NCc3ccc4c(c3)OCO4)cc2[N+](=O)[O-])C1 (stereo unspecified)
  Dengue inhibitors: 2.2

COc1ccc(C)cc1-n1nnnc1SCC(=O)Nc1cccnc1Cl
  Dengue inhibitors: i

CCOc1ccc(NC(=O)c2c(N)n(C)c(=O)[nH]c2=O)cc1
  Dengue inhibitors: 2.0

CCOC(=O)N1CCN(CC(O)COc2ccc(C)cc2C(C)(C)C)CC1 (stereo unspecified)
  Dengue inhibitors: 2.4

O=C(NCCN1CCOCC1)NC1(C(F)(F)F)Oc2ccc(Cl)cc2O1 (stereo unspecified)
  Dengue inhibitors: 0.2

Cc1noc(C)c1C1(O)CCCCCCCCCCC1
  Dengue inhibitors: 4.0

c1ccc2c(c1)Nc1nccnc1S2
  Dengue inhibitors: 0.4

CCOC(=O)c1sc(/N=C/c2c(O)ccc3ccccc23)cc1C
  Dengue inhibitors: 0.2

Cc1nc2ccccc2nc(C)c1=NOCc1ccccc1Cl
  Dengue inhibitors: 1.9

COc1ccccc1/C=C/C(=O)N1CCCC1
  Dengue inhibitors: 0.2

CCc1ccc(OCC2c3cc(OC)c(OC)cc3CCN2C(=S)NCCOC)cc1 (stereo unspecified)
  Dengue inhibitors: 17*

O=C(Nc1cc(S(=O)(=O)N2CCCC2)ccc1OCC(F)(F)F)c1ccc(F)cc1
  Dengue inhibitors: i

Cc1ccc(S(=O)(=O)N(CC(=O)N=Nc2c(O)[nH]c3ccccc23)c2ccc(C)c(C)c2)cc1
  Dengue inhibitors: 9.2

COc1ccccc1CNC(=O)c1cccc(C)c1[N+](=O)[O-]
  Dengue inhibitors: 0.1

COC(=O)c1c(NC(=O)CN2CCC3(O)CCCCC3C2c2cc(OC)ccc2OC)sc(C)c1C (stereo unspecified)
  Dengue inhibitors: 12*

C=C(C)C1CC=C(C)/C(=N/NC(=O)COc2ccc(Cl)cc2)C1 (stereo unspecified)
  Dengue inhibitors: i

CC(C)(C)NC(=O)C(=O)NNC(=O)COc1ccc(Br)cc1
  Dengue inhibitors: 0.7

O=C(CO/N=C/c1ccccc1OC(F)F)NCc1cccs1
  Dengue inhibitors: i

COc1cc2c(cc1OC)CN(C(=S)Nc1c(C)cccc1C)CC2
  Dengue inhibitors: i

COC(=O)N(NC(=O)C(O)(c1ccccc1)c1ccccc1)c1ccc(C)cc1
  Dengue inhibitors: 61*

COc1ccc(N2CC(NC(=O)NCCC(C)C)CC2=O)cc1 (stereo unspecified)
  Dengue inhibitors: 0.4

COc1ccc(/C=N/NC(=O)CN2CCSCC2)c(OC)c1
  Dengue inhibitors: 0.3

CCOC(=O)c1c(-c2ccccc2)csc1NC(=O)CSc1nc(N)cc(N)n1
  Dengue inhibitors: 1.4

O=C(COC(=O)CNC(=O)c1cccc([N+](=O)[O-])c1)Nc1nc2ccccc2s1
  Dengue inhibitors: i

COc1ccc(/C=C(/C#N)C(=O)Nc2cccnc2)cc1OC
  Dengue inhibitors: 2.0

Cc1cccc(CSCCNC(=O)Nc2ccccc2)c1
  Dengue inhibitors: i

Compounds shown so far containing an aryl thioether with sulfur outside any ring (8):
CN(c1ccccc1)S(=O)(=O)c1cccc(NC(=O)CSc2ncc(C(F)(F)F)cc2Cl)c1
  Dengue inhibitors: 22*

Cc1cccc(C)c1NCc1nnc(SCC(=O)Nc2nc(-c3ccccc3)cs2)n1-c1ccccc1
  Dengue inhibitors: 7.5

Cc1ccccc1-n1c(-c2ccc(Cl)cc2)cnc1SCC(=O)NC1CCS(=O)(=O)C1 (stereo unspecified)
  Dengue inhibitors: 0.9

COc1ccc2nc(SCc3ccccc3C)nc(C)c2c1
  Dengue inhibitors: i

CCCCNC(=O)c1onc(CSc2cccc(OC)c2)c1C(=O)NCCCC
  Dengue inhibitors: 20*

COc1ccc(NS(=O)(=O)c2ccc3oc(SCc4ccc(F)cc4)nc3c2)cc1
  Dengue inhibitors: 1.0

COc1ccc(C)cc1-n1nnnc1SCC(=O)Nc1cccnc1Cl
  Dengue inhibitors: i

CCOC(=O)c1c(-c2ccccc2)csc1NC(=O)CSc1nc(N)cc(N)n1
  Dengue inhibitors: 1.4

More records
CCCCn1c(/C=C/c2ccco2)nc2ccccc21
  Dengue inhibitors: 1.2

Cc1ccc(NC(=O)c2ccc(OC(F)F)cc2)cc1S(=O)(=O)N(C)C
  Dengue inhibitors: i

COc1ccc(OCC(=O)OCCNC(=O)c2cccnc2)cc1
  Dengue inhibitors: 0.6

CCC(C)(c1nnnn1-c1c(C)cccc1C)N(N=O)c1ccccc1Cl (stereo unspecified)
  Dengue inhibitors: 5.1

Cc1nnc(N/N=C/c2ccc(O)c([N+](=O)[O-])c2)[nH]c1=O
  Dengue inhibitors: i

A portion of the library; the hit share may differ from the screen's.
